D2 agonist = D2 dopamine receptor (human) agonism. P14416. HEK293 T-REx D2 cells, calcium flux agonist mode. activation, % at 2 µM. actives 0.53% (n = 340,000). AID 485358;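 active = activation over 3 SD above normal in the single-dose calcium agonist read, cut at about 30% in these data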; note: 0% is about no effect
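Agonism scored from kinetic calcium signal (1 read/sec, 180 s) following compound pin transfer, after a 10 s baseline. Cells: HEK293 Trex line expressing inducible D2 receptor coupled to calcium, dye-loaded after overnight culture at 30 C.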
USP1 inh = blocks the human USP1/UAF1 deubiquitinase complex | recombinant USP1/UAF1, Ub-Rhodamine cleavage fluorescence | O94782 | AID 743255 | actives 0.23% (n = 390,000) | Potency, µM (top dose mostly 57.1 µM), without a hit: at the top dose activity change, negative = inhibition, most hits filed as inhibitors; note: potency is the fitted concentration of half-maximal effect; % is set by controls: 0 for no effect and ±100 for the full control effect; nearly all actives have a fitted effect of over 60% in size; inactives centre near -12
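USP1/UAF1 complex (1 nM) preincubated 15 min at room temperature with compound, then Ub-Rho substrate (150 nM final) added. Kinetic fluorescence at 480/540 nm over 6 reads at 60 s intervals; 50 mM HEPES pH 7.8, 0.5 mM EDTA, 0.1 mg/ml BSA, 1 mM TCEP, 0.01% Tween-20.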
TrxR1 inh = inhibitors of rat thioredoxin reductase 1 | O89049 | recombinant rTrxR1, NADPH fluorescence consumption, selenite substrate | Potency, µM (top dose mostly 114 µM), for inactives: top-dose activity change, negative = inhibition, usual class: inhibitors | actives 1% (n = 390,000); note: potency is the fitted concentration of half-maximal effect; % is set by controls: 0 for no effect and ±100 for the full control effect; nearly all actives have a fitted effect of over 65% in size
Target sequence (O89049 whole entry, looked up): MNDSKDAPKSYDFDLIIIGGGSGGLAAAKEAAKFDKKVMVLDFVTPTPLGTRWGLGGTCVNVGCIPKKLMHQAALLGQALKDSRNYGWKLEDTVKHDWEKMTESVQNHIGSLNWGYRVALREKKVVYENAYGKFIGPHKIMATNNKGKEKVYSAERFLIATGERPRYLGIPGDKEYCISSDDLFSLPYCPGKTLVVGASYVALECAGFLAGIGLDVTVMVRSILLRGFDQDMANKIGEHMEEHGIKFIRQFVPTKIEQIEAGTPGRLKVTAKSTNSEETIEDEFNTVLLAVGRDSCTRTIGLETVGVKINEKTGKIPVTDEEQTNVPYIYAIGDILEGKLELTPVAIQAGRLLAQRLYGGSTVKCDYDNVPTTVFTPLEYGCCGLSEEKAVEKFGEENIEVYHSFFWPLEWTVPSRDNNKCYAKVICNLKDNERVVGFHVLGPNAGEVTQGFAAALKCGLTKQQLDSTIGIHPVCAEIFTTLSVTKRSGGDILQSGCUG
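Rat TrxR1 (90 nM in the dispensed reagent) was pre-reduced with 400 uM NADPH for 5 min at room temperature, then incubated with compound for 15 min. After 400 uM selenite was added, NADPH fluorescence (Ex 340/Em 450 nm) was followed for 8 min.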
TrxR1 substrate = rat thioredoxin reductase 1 substrate activity. purified TrxR1 substrate turnover, NADPH consumption readout. Potency, µM (series often up to 114 µM), without a hit: top-dose activity change, negative = substrate turnover. actives 0.01% (n = 390,000). AID 588456; note: potency is the fitted concentration of half-maximal effect; % is set by controls: 0 for no effect and ±100 for the full control effect; nearly all actives have a fitted effect of over 50% in size
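Rat TrxR1, dispensed at 90 nM, was prereduced with 400 uM NADPH (final) for 5 min at ~22 deg C, then incubated with compound 15 min before 400 uM selenite. A first-read NADPH fluorescence drop versus no-compound background flagged substrates.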
TRHR PAM = allosteric enhancers of human TRH receptor; enhancement, % at 2 µM; actives 0.66% (n = 360,000); TRHR cells, fluo-8 calcium fluorescence, EC20 TRH enhancement; AID 493056; in the data active = enhancement above about 30%; note: 0% is about no effect
Target sequence (P34981 whole entry, looked up): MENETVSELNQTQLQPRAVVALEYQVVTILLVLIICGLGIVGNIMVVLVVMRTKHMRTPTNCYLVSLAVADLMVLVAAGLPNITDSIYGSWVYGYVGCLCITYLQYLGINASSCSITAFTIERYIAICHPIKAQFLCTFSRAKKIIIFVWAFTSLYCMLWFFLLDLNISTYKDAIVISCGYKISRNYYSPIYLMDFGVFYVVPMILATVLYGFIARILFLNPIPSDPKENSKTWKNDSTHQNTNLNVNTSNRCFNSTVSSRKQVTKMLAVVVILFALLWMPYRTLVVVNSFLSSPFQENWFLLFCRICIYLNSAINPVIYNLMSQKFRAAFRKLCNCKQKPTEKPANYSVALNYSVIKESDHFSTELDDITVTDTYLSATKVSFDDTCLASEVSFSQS
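Enhancer read-out: after compound pinning and an initial kinetic agonist-mode read, an EC20 of TRH (10 nM final) was injected and fluo-8 calcium signal (Ex 480/Em 530) followed at 1 s/cycle for 100 cycles in TRHR-expressing cells.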
PI4K2A block = inhibitors of human PI4K2A; Q9BTU6; purified PI4K2A, ADP-Glo luminescence, 1 h; active compounds read low; activity change, negative = inhibition, % at 76.9 µM; actives 0.13% (n = 420,000); AID 1346378; in the data active = activity change below about -50%; inconclusive = mostly about -30% to -49%;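 note: -100% = wells without enzyme as full effect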
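In this quantitative HTS, ADP production by PI4K2A was quantified luminescently after 1 h at ambient temperature; 100 microM adenosine served as plate-quality control.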
TRHR agonist = TRH receptor (human) agonism; P34981; TRHR cells, calcium flux fluo-8, FDSS agonist mode; activation, % at 2 µM; actives 0.18% (n = 360,000); AID 493084; in the data active = activation above about 30%; note: 0% is about no effect
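In this calcium-flux screen, cells bearing human TRHR are dye-loaded with fluo-8, baselined for 10 cycles, then exposed to library compounds; positive kinetic calcium responses during the agonist phase mark hits, with TRH as control.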
D2 antag = D2 dopamine receptor (human) antagonism; P14416; HEK293 TREx D2 cells, calcium flux, dopamine EC80; inhibition, % at 10 µM; actives 2% (n = 340,000); in the data active = inhibition above about 30%; note: 0% is about no effect
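HEK293 T-REx D2 cells, tet-induced, calcium dye no-wash. Cpd pintool add, 180 s kinetic, then EC80 DA, 180 s kinetic. Ca flux read.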
mIDH1 inhibitor = inhibitors of human mutant IDH1 R132H; O75874; actives 0.093% (n = 390,000); IDH1-R132H enzyme, NADPH consumption, diaphorase/resazurin fluorescence; AID 602179; Potency, µM (highest dose often 76.6 µM), without a hit: at the highest dose activity change, negative = inhibition, usual class: inhibitors; note: potency is the fitted concentration of half-maximal effect; % is set by controls: 0 for no effect and ±100 for the full control effect; nearly all actives have a fitted effect of over 65% in size
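IDH1-R132H (0.5 ug/mL dispensed) in pH 7.5 Tris buffer was preincubated 30 min with compound, then given a substrate mix of 0.016 mM NADPH and 2 mM alpha-KG for 80 min at room temperature; remaining NADPH was read by diaphorase/resazurin fluorescence.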
Starred values were filed as active, the others as inactive; ? = inconclusive; / = not tested or not shown; [ ] = another dose, or the depositor's remark. Unless noted, calls come from the whole dose curve; as a rule, active = well fitted inhibition curve with a large enough effect; inconclusive = small, poorly fitted or top-dose-only effect; inactive = no such curve, though single readings can be large or run the other way.

nr	SMILES	TrxR1 substrate	mIDH1 inhibitor	TRHR PAM	TrxR1 inh	D2 antag	PI4K2A block	D2 agonist	USP1 inh	TRHR agonist
1	COc1ccc(CN2c3cc(S(=O)(=O)N4CCOCC4)ccc3N3CCCC32)cc1 (configuration not stated)	14%[57.1 µM]	1%	1	25%[57.1 µM]	6	2	0.2	-7%	-0.4
2	COc1ccc(Cc2nc(C(=O)Nc3ccccc3)cs2)cc1	5%[11.4 µM]	1%	1	21%[11.4 µM]	-3	-2	0.9	-6%	-0.1
3	Cc1nc(CCNC(=O)C2CCC(=O)N(CCc3cccc(F)c3)C2)sc1C (configuration not stated)	-7%	2%	4	-12%	10	-3	0.2	-1%	-0.5
4	O=C(O)/C(=C\c1ccc(C(F)(F)F)cc1)c1ccc(S(=O)(=O)N2CCCC2)s1	-4%	3%	-4	-16%	-3	3	0.5	-6%	0.0
5	CCCN1CCN(S(=O)(=O)c2ccc(-n3cnnn3)cc2)CC1	1%	-1%	8	20%	14	-5	0.1	-21%	0.0
6	O=C(C1CCN(S(=O)(=O)c2ccccc2[N+](=O)[O-])CC1)N1CCOCC1	1%	0%	3	15%	-5	3	0.5	-12%	-0.1
7	O=C(c1ccco1)N1CCN(C(=O)c2ccccc2OC(=O)C23CC4CC(CC(C4)C2)C3)CC1	7%[57.1 µM]	6%	-5	-5%[57.1 µM]	0	9	3.1	5%	1.3
8	CC(C)(C)c1ccc(OCC(=O)NCCN2CCCC2)cc1	5%	1%	4	13%	-10	9	0.0	-8%	-0.2
9	COCCCn1c(=N)c(C(=O)NC2CCCC2)cc2c(=O)n3ccccc3nc21	/	11%	4	?	/	14	-1.1	-23%	-0.1
10	CC(C)c1ccc(S(=O)(=O)N2CCC(C(=O)NCc3ccco3)CC2)cc1	-11%	-2%	-9	-23%	-2	4	-0.8	-4%	-0.5
11	O=C(Nc1cccc2ncccc12)c1ccc(-c2ccc(Br)cc2)o1	1%	8%	15	?	1	-3	0.8	-18%	16
12	Cc1ccccc1NC(=O)CN1C(=O)c2ccccc2C1=O	1%	-2%	-5	19%	-7	-1	0.6	-7%	0.0

Some entries already given, showing only TrxR1 substrate, D2 antag and D2 agonist.
entry | molecule | TrxR1 substrate | D2 antag | D2 agonist
9 | COCCCn1c(=N)c(C(=O)NC2CCCC2)cc2c(=O)n3ccccc3nc21 | / | / | -1.1
7 | O=C(c1ccco1)N1CCN(C(=O)c2ccccc2OC(=O)C23CC4CC(CC(C4)C2)C3)CC1 | 7%[57.1 µM] | 0 | 3.1
8 | CC(C)(C)c1ccc(OCC(=O)NCCN2CCCC2)cc1 | 5% | -10 | 0.0

One compound at a time, from the list above. Order of values: TrxR1 substrate | mIDH1 inhibitor | TRHR PAM | TrxR1 inh | D2 antag | PI4K2A block | D2 agonist | USP1 inh | TRHR agonist
Cc1nc(CCNC(=O)C2CCC(=O)N(CCc3cccc(F)c3)C2)sc1C (configuration not stated) across the screens: -7% | 2% | 4 | -12% | 10 | -3 | 0.2 | -1% | -0.5
CC(C)c1ccc(S(=O)(=O)N2CCC(C(=O)NCc3ccco3)CC2)cc1 across the screens: -11% | -2% | -9 | -23% | -2 | 4 | -0.8 | -4% | -0.5
COc1ccc(Cc2nc(C(=O)Nc3ccccc3)cs2)cc1 across the screens: 5%[11.4 µM] | 1% | 1 | 21%[11.4 µM] | -3 | -2 | 0.9 | -6% | -0.1

(list continues)
nr	SMILES	TrxR1 substrate	mIDH1 inhibitor	TRHR PAM	TrxR1 inh	D2 antag	PI4K2A block	D2 agonist	USP1 inh	TRHR agonist
13	Fc1ccc(Sc2nc(-c3ccccc3)nnc2C(F)(F)F)cc1	-1%[57.1 µM]	5%	-2	?	21	13	2.8	-21%	0.5
14	CSCCC(NC(=O)c1cc(S(=O)(=O)N2CCOCC2)ccc1C)c1nc2ccccc2[nH]1 (configuration not stated)	-3%	-11%	/	4%	/	2	/	-14%	/
15	COc1ccc(S(=O)(=O)N2CCOCC2)cc1NC(=O)CSc1nnc(NC2CC2)s1	2%[57.1 µM]	0%	/	5%[57.1 µM]	/	0	/	-16%	/
16	O=C(NCC1CCCCC1)C1(CC2CC(c3ccc(Cl)cc3)=NO2)CCNCC1 (configuration not stated)	3%	11%	7	?	-11	6	0.5	-24%	0.2
17	CCOc1ccc(CN2CCNC(=O)C2CC(=O)NC2CCCCCC2)cc1 (configuration not stated)	5%	-5%	-2	-3%	-20	3	0.3	-19%	-0.1
18	CN1CCc2c(c3c(n2C)CCN(C)[C@H]3c2ccccc2F)[C@@H]1c1ccccc1F	/	/	-3	/	-3	/	-0.5	/	0.2
19	O=C(NC(=S)Nc1ccc(O)cc1)c1cncc(Br)c1	2%	16%	/	?	/	-3	/	-26%	/
20	O=C(Cn1nnc2ccccc2c1=O)N1CCCc2ccccc21	-6%	-2%	-5	18%	0	2	2.1	0%	0.1
21	O=C(c1cccc(Oc2ccc([N+](=O)[O-])cc2Cl)c1)N1CCCCC1	6%	15%	-6	22%	-13	-2	-0.4	?	-0.3
22	COc1ccc(OC)c(NC(=O)CSc2nnc(-c3ccco3)n2-c2ccccc2)c1	8%[57.1 µM]	4%	-4	2%[2.29 µM]	7	0	-2.8	-8%	0.3
23	COc1ccccc1CC(=O)Nc1sc2c(c1C(N)=O)CCCC2	0%	-5%	4	-1%	23	0	-0.5	-1%	0.7
24	CC(=O)Nc1c(Cl)c2c(c(Cl)c1Br)-c1ccc(Cl)cc1C2	4%[57.1 µM]	-5%	/	-1%[2.29 µM]	/	-1	/	-23%	/
25	Cc1ccc(C)c(N2CCN(C(=O)c3cccn3-c3nnc(N4CCCCC4)s3)CC2)c1	-6%[57.1 µM]	-14%	-11	2%[57.1 µM]	/	0	0.2	-14%	-0.6
26	O=C(CCc1nc2ccccc2c(=O)[nH]1)Nc1ccc(F)cc1	1%	6%	0	6%	16	3	-0.9	-1%	-0.4
27	CC(=O)Nc1ccc(CN2CCCC(CO)(Cc3cccc(Cl)c3)C2)cc1 (configuration not stated)	0%	-13%	-5	5%	0	-3	0.3	-7%	0.4
28	CCCCn1c(N)c(N(CC)C(=O)c2cc(CC)c(C)s2)c(=O)[nH]c1=O	-5%	5%	-5	8%	16	4	0.2	-11%	-0.4
29	O=C1CCC(CCC(=O)N2CCCC(C(=O)c3ccc(Cl)cc3)C2)=NN1 (configuration not stated)	12%	5%	0	17%	-7	-5	0.0	-23%	-0.7
30	CCOC(=O)c1ccc(NC(=O)NC2CC3CCC(C2)N3)cc1 (configuration not stated)	-2%	-7%	-3	5%	2	-3	0.0	-13%	-0.3
31	COc1cccc(Oc2ccc(C(F)(F)F)cc2N)c1	-10%	0%	7	-3%	-7	-5	-0.3	-2%	1.1
32	COc1cccc(Cn2c(C)c(CNCc3cccc(C)c3)c(C(=O)O)c2C)c1	-14%	0%	8	?	/	-1	-1.2	-11%	-1.6
33	Cc1ccc(-c2nc3nc(C)cc(Nc4ccccc4O)n3n2)cc1	-6%[57.1 µM]	7%	-4	-1%[57.1 µM]	/	-17	0.3	-14%	1.0
34	O=C(CSc1nc2ccccc2nc1N1CCCC1)Nc1ccc(F)cc1	5%[57.1 µM]	5%	-1	13%[57.1 µM]	5	1	0.0	-3%	0.5
35	CCCCNc1c([N+](=O)[O-])cc(C)cc1[N+](=O)[O-]	9%[57.1 µM]	1%	/	9%	/	3	/	-16%	/
36	Nc1c(SCCC(=O)O)ccc2c1C(=O)c1ccccc1C2=O	-8%	0%	-1	-7%	22	-21	-2.6	?	1.5
37	N#Cc1ccc(C(=O)Nc2nnc(-c3cccs3)o2)cc1	-14%	1%	-9	-1%	7	-5	0.5	-15%	-1.0
38	Cn1c(SCC(=O)c2ccccc2)nc2cccnc21	6%	-1%	4	-5%	-11	5	0.6	-4%	-0.4
39	COc1ccc(C2=Nn3c(nnc3-c3ccncc3)SC2)cc1	0%	3%	0	14%	-12	-17	0.3	-29%	-1.2
40	CC(=O)Nc1nonc1-c1nnc(SCc2cccc(Br)c2)n1C	15%	0%	-1	17%	/	-3	-1.6	?	-1.0
41	C=CCOC(=O)C1=C(C)NC(=S)NC1c1cccs1 (configuration not stated)	-1%	-7%	4	11%	-2	-10	-1.1	-20%	-1.2
42	Cc1c(C)n(CCCN(C)C)c2ncnc(NC3CCCCC3)c12	-2%	-9%	-2	9%	-9	3	0.5	-12%	0.5
43	COc1cc(/C=C2\SC(=N)N(c3ccc(F)cc3)C2=O)ccc1O	3%[57.1 µM]	8%	4	10%[57.1 µM]	56*	-1	1.8	-22%	12
44	CCOc1ccc(/C=C2\SC(N3CCCCC3)=NC2=O)cc1	-6%	0%	-6	-5%	-11	-3	0.1	-10%	-0.9
45	CCOc1ccccc1OCCCC(=O)NNC(=O)c1cc(C)oc1C	6%	0%	6	11%	3	4	-0.1	-9%	-0.3

Three entries from above, arranged by the value under TRHR agonist, low to high.
| No. | compound | TRHR agonist |
| --- | --- | --- |
| 3 | Cc1nc(CCNC(=O)C2CCC(=O)N(CCc3cccc(F)c3)C2)sc1C (configuration not stated) | -0.5 |
| 30 | CCOC(=O)c1ccc(NC(=O)NC2CC3CCC(C2)N3)cc1 (configuration not stated) | -0.3 |
| 43 | COc1cc(/C=C2\SC(=N)N(c3ccc(F)cc3)C2=O)ccc1O | 12 |
